Assay outcomes deposited in PubChem by National Center for Advancing Translational Sciences (NCATS).
IL2 activator: activators of IL-2; IL-2 activation reporter assay, cell-based qHTS; stimulated with anti-CD3/CD4/CD28 beads; in transgenic mouse T cells; activation, % (series mostly up to about 46 µM); hit rate 0.065% among 360,000; in the data active = activation above about 50%; inconclusive = mostly about 30% to 49%; also: 0% is about no effect
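Screening format: compound pinned onto unstimulated transgenic mouse T cells, 60 min incubation, then anti-CD3/anti-CD4/anti-CD28 bead stimulation for 18 hours at 37 degrees C, followed by EGFP and DsRed detection.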
ATXN2 expr inh: ATXN2 expression inhibition; hit rate 0.72% among 360,000; HEK-293 ATXN2-luciferase reporter, luminescence, 24 h; Potency, µM (highest dose often 57 µM), for the others: top-dose activity change, negative = inhibition, hits mostly inhibitors; also: potency is read from the fitted curve at half-maximal effect; % is scaled to controls: 0 for no effect and ±100 for the full control effect; nearly all actives have a fitted effect of over 55% in size
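ATXN2-luciferase reporter cells (luciferase flanked by upstream and downstream ATXN2 gene portions) were treated 24 h at 37 °C with compounds at up to 57 uM. SteadyGlo luminescence gave expression; GF-AFC fluorescence gave viability.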
TGFb SMAD3 inh: inhibitors of TGF-b signaling; HepG2 CAGA-GFP TGF-b/SMAD3 reporter, GFP fluorescence, 18 h; TGF-beta stimulated, 500 pg/mL final; Potency, µM (highest dose often 46.1 µM), for inactives: top-dose activity, negative = inhibition, most hits filed as inhibitors; hit rate 1.2% among 410,000; also: potency is read from the fitted curve at half-maximal effect; % is scaled to controls: 0 for no effect and ±100 for the full control effect; nearly all actives have a fitted effect of over 65% in size
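Per well, imaged GFP fluorescence of HEPG2 CAGA-GFP cells gives the signal; cells get compound, then TGF-beta (500 pg/mL final), 18 h at 37 degrees C; %Activity versus -TGF-beta and +DMSO controls.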
A549 tox: counter-screen for Nrf2 inhibitors: cytotoxicity in A549 cells | Potency, µM (highest dose often 46 µM), inactives show at the top dose activity change, negative = cytotoxicity, actives largely listed as inhibitors | A549 ARE-Fluc cells, CellTiter-Fluor viability, 18-24 h | hit rate 0.16% among 390,000; also: potency is read from the fitted curve at half-maximal effect; % is scaled to controls: 0 for no effect and ±100 for the full control effect
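Cytotoxicity counterscreen: CellTiter-Fluor fluorescence was measured in A549 ARE_Fluc cells after 18-24 h of compound exposure in a concentration series. The subsequent BugLite luminescent read reports ARE-luciferase activity.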
HepG2 viability: counter-screen for TGF-b inhibitors: cytotoxicity in HepG2 cells; HepG2 CAGA-GFP viability, ATP luminescence, 18 h; Potency, µM (series often up to 46.1 µM), for inactives: at the top dose activity change, negative = cytotoxicity, hits mostly cytotoxic; hit rate 0.76% among 410,000; AID 588856; also: potency is read from the fitted curve at half-maximal effect; some results filed as inactive show a strong effect at the top dose
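HepG2 CAGA-GFP cells (1000/well, DMEM with 1% FBS) received compound, then TGF-beta at 500 pg/mL final, and were incubated 18 hours at 37 degrees C. Viability was read by CellTiter-Glo luminescence. Media-only wells were set as complete cell-killing and DMSO as no toxicity.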
Nrf2 block: blocks Nrf2 signaling. Potency, µM (doses to about 46 µM), for the others: at the top dose activity change, negative = inhibition, actives largely listed as inhibitors. AID 504444. hit rate 2.1% among 360,000. A549 ARE-Fluc reporter, luciferase luminescence, 18-24 h; also: potency is read from the fitted curve at half-maximal effect; % is scaled to controls: 0 for no effect and ±100 for the full control effect; nearly all actives have a fitted effect of over 60% in size
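Quantitative HTS in A549 cells stably bearing an antioxidant response element-firefly luciferase construct. Inhibition of Nrf2-driven transcription was scored by luminescence after 18-24 h of compound exposure at 37 °C.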
Nrf2 ARE act: activators of Nrf2 (ARE) signaling; hit rate 0.31% among 410,000; AREc32 ARE-luciferase reporter (MCF7-derived line), luminescence, 24 h; Potency, µM (highest dose often 46.1 µM), for inactives: at the top dose activation, actives largely listed as activators; AID 624171; also: potency is read from the fitted curve at half-maximal effect; % of control where 0% means no effect; nearly all actives have a fitted effect of over 65% in size
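Reporter line AREc32 (ARE-Fluc), seeded overnight in OPTI-MEM with 5% FBS; compound pin-transferred, 24 hr at 37 deg C, 5% CO2; luminescent read-out.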
ATXN viability: cell viability loss in ATXN counter-screen | S2 cells (HEK-293 line with an ATXN2-luciferase reporter) viability, CellTiter-Fluor protease fluorescence, 24 h | Potency, µM (top dose mostly 56.7 µM), usual class: cytotoxic | hit rate 0.49% among 400,000; also: potency is read from the fitted curve at half-maximal effect; nearly all actives have a fitted effect of over 40% in size
EPAC2 ag: EPAC2 (human) agonism. EPAC2 activation, biochemical qHTS; response scale: 100% = 6.5 mM cAMP response. Potency, µM (doses to about 154 µM), for inactives: top-dose activation, hits mostly activators. hit rate 0.079% among 360,000. AID 720711; also: potency is read from the fitted curve at half-maximal effect; nearly all actives have a fitted effect of over 50% in size
Target sequence (Q8WZA2 whole entry, looked up): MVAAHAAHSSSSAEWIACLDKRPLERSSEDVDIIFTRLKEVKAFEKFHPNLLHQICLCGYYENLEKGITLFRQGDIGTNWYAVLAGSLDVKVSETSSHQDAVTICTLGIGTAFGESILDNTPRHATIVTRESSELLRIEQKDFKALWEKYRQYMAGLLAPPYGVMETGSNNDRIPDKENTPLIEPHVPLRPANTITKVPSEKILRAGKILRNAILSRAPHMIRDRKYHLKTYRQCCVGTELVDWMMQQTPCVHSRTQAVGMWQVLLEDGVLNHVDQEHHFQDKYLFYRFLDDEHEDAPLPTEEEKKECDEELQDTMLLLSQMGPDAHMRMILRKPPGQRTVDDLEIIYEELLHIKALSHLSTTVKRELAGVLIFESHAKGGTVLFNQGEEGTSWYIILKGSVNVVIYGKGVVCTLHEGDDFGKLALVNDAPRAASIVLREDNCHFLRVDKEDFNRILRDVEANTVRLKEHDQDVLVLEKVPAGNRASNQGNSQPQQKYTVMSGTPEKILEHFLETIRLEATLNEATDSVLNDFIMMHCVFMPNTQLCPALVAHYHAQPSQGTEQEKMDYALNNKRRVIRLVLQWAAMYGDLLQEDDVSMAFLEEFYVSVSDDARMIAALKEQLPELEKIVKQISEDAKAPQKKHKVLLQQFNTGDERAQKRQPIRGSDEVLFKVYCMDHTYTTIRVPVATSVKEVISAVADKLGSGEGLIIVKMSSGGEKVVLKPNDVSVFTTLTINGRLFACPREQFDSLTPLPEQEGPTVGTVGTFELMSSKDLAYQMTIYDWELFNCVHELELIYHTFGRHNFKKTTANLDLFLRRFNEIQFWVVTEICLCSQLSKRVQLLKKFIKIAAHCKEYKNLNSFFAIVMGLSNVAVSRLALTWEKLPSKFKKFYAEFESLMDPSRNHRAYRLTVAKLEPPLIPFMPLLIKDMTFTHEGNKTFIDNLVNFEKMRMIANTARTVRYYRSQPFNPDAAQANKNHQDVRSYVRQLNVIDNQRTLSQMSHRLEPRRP
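Nucleotide exchange monitored as fluorescence drop when BODIPY-GDP leaves Rap1B. Reaction: 100 nM EPAC2, 250 nM RAP1B-BODIPY-GDP, 50 uM GDP, room temperature, kinetic read over 30 min. Activity expressed relative to 6.5 mM cAMP.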
* hit, by the source's call; i = inactive; u = inconclusive; x = no result given; & = joins results of further samples; [ ] = another dose, or the depositor's remark. Unless noted, calls follow the shape of the dose curve; as a rule, active = well fitted curve in the direction sought with a large enough effect; inconclusive = small, poorly fitted or top-dose-only effect, or another doubt; inactive = no such curve, though single readings can be large; an effect the other way counts as inactive or inconclusive.

SMILES | IL2 activator | ATXN2 expr inh | TGFb SMAD3 inh | A549 tox | HepG2 viability | Nrf2 block | Nrf2 ARE act | ATXN viability | EPAC2 ag
O=C(CSc1ccc(-c2ccccn2)nn1)NCc1ccc(F)cc1 | -3.6 | -36% | u | -2% | 2% | 11% | -0.6% | i | 4%
COC(=O)Cn1cc(/C=N/NC(=O)c2ccc(C#N)cc2F)c2ccccc21 | -2.3 | 0% | -6% | 4%[1.84 µM] | -23% | 29% | -0.6% | i | 13%
CSc1ccccc1C(=O)Nc1cccc(C(C)=O)c1 | 1.7 | -4% | -9% | 0% | -5% | x | 2.1% | i | 10%
Cc1ccc(NNC(=O)c2ccno2)cc1C | 3.3 | -18% | -12% | -8% | -15% | -11% | -0.1% | i | 0%
COc1ccc2nc(NNC(=O)c3cc(=O)c4ccccc4o3)sc2c1 | -2.0 | 29% | u | -4% | -70% | 17% | -0.7% | i | -2%
Cc1c(N/C=C(\Cl)C(=O)C(F)(F)F)c(=O)n(-c2ccccc2)n1C | 0.0 | 7% | 23% | 3% | 7% | 13% | 4.0% | i | 8%
COc1cc(/C=C2\SC(=S)N(CC(=O)NC3=NCCS3)C2=O)cc(OC)c1OC | 1.2 | -23%[11.3 µM] | -17% | 1% | -36% | -4% | 2.5% | i | 4%
CCn1cc(C(=O)N[C@@H](CC(C)C)C(=O)NCCCn2ccnc2)c(=O)c2cc3c(cc21)OCO3 | 0.7 | -14% | u | 3% | 4% | 1% | 0.4% | i | -3%
Cn1c(C(=O)NCCN2CCOCC2)cc2sccc21 | 2.1 | 10% | -4% | 13% | -7% | 17% | 2.8% | i | 13%
CCOc1ccccc1CNC(=O)c1cc2oc3ccccc3c2n1CC | -0.9 | 112%[activator] | 26% | 0%&-9% | -19%&-20% | u | 3.4%&-1.1% | i | 7%
COc1cc([N+](=O)[O-])ccc1NC(=O)NNC(=O)c1sccc1C | -1.5 | 27% | 13% | -12% | 3% | 3% | -0.7% | i | -8%
Cc1cccc(N=C2NN=C(c3ccccc3F)CS2)c1C | -1.9 | 16% | 15% | 8% | -15% | 154% | -0.1% | i | 12%
Cc1ccccc1OCC(=O)N(CC(C)C)c1c(N)n(CC(C)C)c(=O)[nH]c1=O | -0.2 | 2% | -2% | -4% | -2% | -7% | 6.5% | i | 4%
O=C(COC(=O)C1COc2ccccc2O1)NC(=O)NC1CCCC1 (stereo not given) | -0.7 | -11% | 6% | 14% | 1% | -4% | 1.8% | i | -5%
Cc1cc(/C=C2\SC(=S)NC2=O)c(C)[nH]1 | -0.8 | 37%[activator] | -2% | u | -4% | 1% | 5.3% | i | 9%
O=C(CSC(=S)N1CCOCC1)Nc1nccs1 | -1.6 | -1% | -11% | -6% | -1% | 2% | 0.4% | i | 3%
O=C(NN1C(=O)C2C3CCC(O3)C2C1=O)c1ccco1 (stereo not given) | 1.3 | 0% | 1% | -9% | -12% | 10% | 0.0% | i | -1%
C=CCc1ccccc1OCC(O)CN1CCN(c2ccc(C)cc2)CC1 (stereo not given) | -2.3 | u | u | -6% | -31% | 1% | 0.4% | i | 19%
O=C1CCC([N+](=O)[O-])C(c2ccc(Cl)cc2)N1 (stereo not given) | 0.6 | -5% | 4% | -6% | 2% | 14% | -0.3% | i | -4%
COc1ccccc1CNC(=O)CN(c1ccc(C)cc1)S(=O)(=O)c1c(C)n[nH]c1C | 2.8 | -11% | 1% | 9% | -24% | -16% | -0.7% | i | 0%
CCOC(=O)c1c(-c2ccc(F)cc2)csc1NC(=O)CN1C(=O)NC2(CCCCC2C)C1=O (stereo not given) | -3.3 | -35% | -12% | -9% | 4% | u | 3.5% | u | -2%
CS(=O)(=O)N1CCCC(C(=O)NCCN2CCC(Cc3ccccc3)CC2)C1 (stereo not given) | -1.6 | -7% | 11% | -4% | -1% | -22% | -0.4% | i | 7%
CCOc1ccc(NC(=S)N2CCCN(Cc3cccc(Cl)c3)C2)cc1 | -0.2 | 0% | -21% | -5% | -9% | 14% | 0.2% | i | 7%
COc1cc(C(=O)N2CCSCC2)ccc1OC1CCN(C(C)=O)CC1 | -1.5 | 17% | -3% | -1% | -1% | -16% | -0.1% | i | 1%
CCNC(=S)NNc1nncc2ccccc12 | -2.3 | 0% | 0% | 2% | -37% | 5% | 6.3% | i | 18%

The final five compounds of the section above are carried over, then new ones follow:
SMILES | IL2 activator | ATXN2 expr inh | TGFb SMAD3 inh | A549 tox | HepG2 viability | Nrf2 block | Nrf2 ARE act | ATXN viability | EPAC2 ag
CCOC(=O)c1c(-c2ccc(F)cc2)csc1NC(=O)CN1C(=O)NC2(CCCCC2C)C1=O (stereo not given) | -3.3 | -35% | -12% | -9% | 4% | u | 3.5% | u | -2%
CS(=O)(=O)N1CCCC(C(=O)NCCN2CCC(Cc3ccccc3)CC2)C1 (stereo not given) | -1.6 | -7% | 11% | -4% | -1% | -22% | -0.4% | i | 7%
CCOc1ccc(NC(=S)N2CCCN(Cc3cccc(Cl)c3)C2)cc1 | -0.2 | 0% | -21% | -5% | -9% | 14% | 0.2% | i | 7%
COc1cc(C(=O)N2CCSCC2)ccc1OC1CCN(C(C)=O)CC1 | -1.5 | 17% | -3% | -1% | -1% | -16% | -0.1% | i | 1%
CCNC(=S)NNc1nncc2ccccc12 | -2.3 | 0% | 0% | 2% | -37% | 5% | 6.3% | i | 18%
COc1cccc(CN2CCNC(=O)C2CC(=O)NCc2cn3ccc(C)cc3n2)c1OC (stereo not given) | 3.7 | 0% | -2% | -1% | 0% | 11% | 0.3% | i | 1%
Cc1ccc(NC(=O)CC2C(=O)NC3CCCCC3N2C(=O)c2ccc(F)cc2)cc1C (stereo not given) | 0.1 | 20% | 10% | -6% | -17% | x | 0.3% | i | 5%
CCCC(=O)Nc1ccc(C(=O)/C=C/c2ccc(SC)cc2)cc1 | 1.1 | -3% | -5% | -10% | -33% | -4% | u | u | 7%
CC(=O)N1N=C(c2ccco2)CC1c1cccs1 (stereo not given) | -1.4 | 8% | 6% | -2% | 1% | 7% | -0.5% | i | 4%
CCCCC(=O)Nc1nnnn1CCC | 0.9 | -16% | 26% | 5% | 30% | 0% | -0.6% | i | 24%
COc1ccc(Cc2n[nH]c(=S)n2Cc2ccccc2)cc1Cl | -1.9 | -26% | -10% | -5% | -48% | -30% | -0.5% | i | 20%
CCOc1ccc(-n2c(SCC(=O)Nc3ccc4c(c3)OCO4)nc3ccccc3c2=O)cc1 | 1.2 | -6% | -7% | -6% | -12% | -13% | -0.7% | i | 6%
CCOC(=O)C1CCCN(C(=O)Cn2c(=O)c3cccn3c3cccnc32)C1 (stereo not given) | 0.8 | 2% | -9% | -2% | -10% | 20% | 7.7% | i | -6%
C=CCN1C(=O)/C(=C/C=C2/N(CC)c3ccc(S(=O)(=O)N(C)C)cc3N2CC)SC1=S | 6.5 | x | 73%[activator] | u | -12% | -12% | 1.6% | 0.89µM* | 100µM*
COc1cccc(N/C(=N/C(=S)Nc2ccc(C)cc2C)Nc2nc(C)cc(C)n2)c1 | -2.0 | 0% | -17% | -13% | 4% | -8% | 2.8% | i | 5%
CCN(CC)c1ccc(/C=N/NC(=O)C(O)c2ccccc2)cc1 (stereo not given) | -0.5 | 19% | 12% | 2% | -1% | -6% | -0.4% | i | 0%
O=c1[nH]c(C2CC2)nc2sc3c(c12)CCCC3 | 1.0 | -22% | -19% | -3% | -12% | -24% | 0.3% | u | 0%
O=C(Cn1cnc2c(cnn2-c2ccc(Cl)cc2)c1=O)NC1CCCCC1 | -0.1 | 2% | 0% | -2% | -2% | 5% | -0.8% | i | -17%
CCOC(=O)c1c(NC(=O)c2c(-c3ccccc3)noc2C)sc(C)c1-c1ccccc1 | 0.5 | -34% | -6% | -1% | -13% | x | -1.0% | i | -14%
CN(C)Cc1ccc(F)cc1Sc1cc(Cl)ccc1Cl | -1.3 | u | 3% | 6% | 0% | 0% | 4.2% | i | 0%
CCOC(=O)c1c(C)oc2ccc(OC(=O)N3CCOCC3)cc12 | -2.7 | -18% | u | -4% | -9% | u | 0.1% | i | 3%
CCOC(=O)CSc1nc(C(C)(C)C)nc2ccccc12 | -1.0 | -25% | -16% | 1% | 1% | 10% | 0.3% | u | 11%
CCOC(=O)C(NC(=O)Cc1ccccc1)(Nc1cc(C)on1)C(F)(F)F (stereo not given) | 0.4 | -4% | -15% | 1% | -10% | -1% | 0.0% | i | 3%
CCCCNC(=S)NC(=O)c1ccc(Cl)cc1Cl | 0.8 | 12% | -50% | -2% | 1% | x | 2.2% | i | 22%
Cc1cc(C)c(NC(=O)c2ccc3c(c2)C(=O)N(Cc2cccnc2)C3=O)c(C)c1 | -4.6 | 0% | 4% | -2% | -4% | 6% | 0.3% | i | 0%
COc1ccc(N2C(=S)N(C(=O)c3ccccc3)C(=Nc3ccccc3)C2=Nc2ccccc2)cc1 | 0.2 | 15% | -2% | -1% | -31% | u | 3.0% | i | 11%
CCc1ccc(OCC(=O)NNC(=S)NC(=O)C2CCCCC2)c(Br)c1 | 5.3 | -2% | -2% | -2% | 2% | 2% | 3.0% | u | -7%
COc1ccc(S(=O)(=O)N(CC(=O)NCc2ccncc2)c2ccc(C)cc2)cc1OC | -2.4 | 2% | 19% | -3% | 2% | 6% | -0.5% | i | 0%
COc1ccc2c(c1OC)C(=O)N(c1ccc3c(c1)CCC3)C2=O | 0.3 | 8% | u | -5% | 4% | x | 0.0% | i | -6%
CC(C)CC(N)c1csc(Nc2cnccn2)n1 (stereo not given) | -0.5 | -37% | u | x | -30% | x | 3.0% | u | 6%
COc1cccc(CNC(=O)c2ccc3c(c2)nc2n3CCC(C)C2)c1 (stereo not given) | x | x | -6% | 17% | -1% | x | 3.4% | x | x
